AID inh: blocks human AID cytidine deaminase activity; Q9GZX7; AID deamination FRET fluorescence, UDG-coupled, 4 h; Potency, µM (top dose mostly 115 µM), without a hit: top-dose activity change, negative = inhibition, usual class: inhibitors; 91,000 compounds, 0.32% hits; AID 1347428; note: nearly all actives have a fitted effect of over 25% in size
Target sequence (Q9GZX7 whole entry, looked up): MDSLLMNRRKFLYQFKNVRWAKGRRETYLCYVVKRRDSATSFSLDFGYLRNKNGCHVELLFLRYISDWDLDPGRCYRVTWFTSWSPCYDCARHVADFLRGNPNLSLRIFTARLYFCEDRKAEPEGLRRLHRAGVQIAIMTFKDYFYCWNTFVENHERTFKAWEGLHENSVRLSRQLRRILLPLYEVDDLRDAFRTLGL
UDG counter: blocks uracil-DNA glycosylase in AID counter-screen | FRET deamination/UDG coupled assay, UDG read, 4 h | Potency, µM (highest dose often 115 µM), inactives show top-dose activity change, negative = inhibition, usual class: inhibitors | 91,000 compounds, 0.14% hits; note: nearly all actives have a fitted effect of over 65% in size
Starred values were filed as active, the others as inactive; u = inconclusive; [ ] = dose if it differs, or a comment. Calls come from the whole dose curve; as a rule, active = well fitted curve in the direction sought with a large enough effect; inconclusive = small, poorly fitted or top-dose-only effect, or another doubt; inactive = no such curve, though single readings can be large; an effect the other way counts as inactive or inconclusive. % is set by controls: 0 for no effect and ±100 for the full control effect; potency is the fitted concentration of half-maximal effect. These rows are one share of the data; count on the stated rates, not on these rows.

SMILES | AID inh | UDG counter
COC(=O)c1cccc(NC(=O)NCCn2c(-c3ccc(F)cc3)nc3ccccc32)c1 | 11% | 4%
CCCNc1ccc(-c2nc(-c3ccco3)no2)cc1[N+](=O)[O-] | 1% | -1%
N#Cc1ccccc1NS(=O)(=O)c1ccc(N2CCCCS2(=O)=O)cc1 | 9% | 14%
COc1ccc(OC)c(NC(=O)Cn2ccn(-c3ccc(F)cc3)c(=O)c2=O)c1 | 8% | -1%[57.5 µM]
COc1ccc2occ(CC(=O)Nc3ccc(S(=O)(=O)Nc4nc(C)cc(C)n4)cc3)c2c1 | -28% | 3%
Cc1cccc(Cc2c(C)nc3nc(SCC(=O)NCc4ccccc4)nn3c2C)c1 | u | -1%
C=C(C)COc1cccc(N)c1 | 0% | -2%
O=C(O)c1cc(NC(=O)c2ccc(Cl)s2)cc(C(=O)O)c1 | -5% | -10%
COc1ccc(/C=C2\N=C(SC)SC2=O)c(OC)c1 | 8% | -2%
Cc1cccc(N2CCN(C(c3ccccc3)c3nnc(-c4ccccc4F)o3)CC2)c1C (stereo not given) | u | -8%
O=C(CC1CCCCC1)Nc1ccc2c(c1)-c1ccccc1C2 | -12% | -14%
Cc1nc(SCC(=O)Nc2cccc3ccccc23)oc1C | 2% | -3%
COc1cc(SC)ccc1C(=O)OC(C)C(=O)c1ccccc1 (stereo not given) | -3% | -1%
CCc1ccc(CNC(=O)c2ccc3c(c2)nc2n3CCC(C)C2)cc1 (stereo not given) | -15% | -3%[57.5 µM]
CC(C)C(=O)Nc1ccc(Br)cc1F | -3% | -1%
O=C(NC1CCCCCC1)c1nn(-c2ccccc2)c(=O)c2ccccc12 | -12% | 6%
CCOc1ccccc1NC(=O)N1CCN(C)c2ncccc21 | 19% | -3%
CC(CCc1ccccc1)NC(=O)c1cc2c(Cl)nc3ccccc3c2s1 (stereo not given) | -9% | -2%
CC1CCc2nc3sc4c(c3c(-c3ccc(Cl)cc3)c2C1)CCC4 (stereo not given) | 4% | -9%
Cc1ccc(CCNC(=O)C2CCCN(S(=O)(=O)c3ccc4c(c3)oc(=O)n4C)C2)cc1 (stereo not given) | 3% | -5%
CCOc1ccc(C(=O)OCc2c(Cl)cccc2Cl)cc1OC | -3% | 5%
COc1ccc(C)cc1NC(=O)c1oc2ccc(S(=O)(=O)N3CCOCC3)cc2c1C | -10% | -11%
CN1C(=O)C2CCCCN2c2ccc(C(=O)NCc3ccccc3Br)cc21 (stereo not given) | -2% | 28%
CCN(CC)S(=O)(=O)c1ccc2c(c1)N(CC(=O)Nc1c(C)cccc1C)C(=O)CO2 | -9% | -10%
Cc1cc(=O)n2nc(N3CCC(C(=O)NCc4ccc(Cl)cc4)CC3)sc2n1 | 4% | -9%

Carrying on.
SMILES | AID inh | UDG counter
CC(C)c1ccc2cc(C(=O)N(C)Cc3ccco3)[nH]c2c1 | -1% | -7%
COc1cccc2cc(CNCc3c(C)noc3C)oc12 | 7% | -6%
CN1C(=O)C2(SCC(=O)N2c2ccc(Cl)cc2)c2ccccc21 (stereo not given) | 130%[activator] | 8%
O=C(Nc1cc(C(F)(F)F)ccc1Cl)c1noc2c1CCCCC2 | -1% | 0%
COc1cc(C(=O)CC2(O)C(=O)N(Cc3ccccc3Cl)c3ccccc32)cc(OC)c1OC (stereo not given) | 4% | -9%
CCc1ccc(NC(=O)CCNC(=O)Cn2cnc3ccccc3c2=O)cc1 | 39%[activator][57.5 µM] | 1%[57.5 µM]
Cn1cc(C(=O)C(=O)N2CCCC2)c2ccccc21 | -9% | 3%
CCOC(=O)C1(NC(=O)c2cc(Br)ccc2F)CCCCC1 | 3% | 4%
CC(=O)Nc1ccc(SCC(O)COc2ccccc2C(C)(C)C)cc1 (stereo not given) | -6% | 2%
CCc1ccc(CNC(=O)c2cc(-c3ccc(Cl)s3)nc3ccccc23)cc1 | -16% | -10%
O=C(CCc1ncc(-c2ccccc2)o1)NCCc1cccc(F)c1 | -8% | -9%
Cc1cc2c(cc1NS(=O)(=O)c1cccc(C#N)c1)n(C)c(=O)c(=O)n2C | 175%[activator] | 15%
NC1=CC(=O)CC1 | 3% | 17%
CN(C)C(=O)CNS(=O)(=O)c1ccc(F)c(F)c1 | 7% | 5%
COc1cc(NC(=O)Cn2nc(-c3ccc(C)c(C)c3)ccc2=O)cc(OC)c1 | 4% | -2%
COc1cccc(C2NC(=S)NC3=C2CCc2ccccc23)c1 (stereo not given) | 60%[activator] | -7%
CCCC(=O)Nc1c(C(=O)OCC)[nH]c2ccccc12 | 9% | 2%
CC(=O)Nc1cccc(NC(=O)CSc2cn(CC(=O)N(C(C)C)C(C)C)c3ccccc23)c1 | 32%[activator] | 1%[57.5 µM]
COc1ccc(C(=O)Nc2cc(-c3nc4ccccc4s3)ccc2OC)cc1 | 15% | -1%
O=C(O)CC(Cc1ccc(Cl)cc1)C(=O)O (stereo not given) | -2% | 0%
C=CC[N+](C)(C)CC(=O)OC1CC2CCC1(C)C2(C)C (stereo not given) | 6% | 4%
COc1cc(-c2nc3cccc(C)n3c2Nc2ccc3c(c2)OCCO3)ccc1O | 39%[activator] | -7%
COc1cc(C(=O)NCCc2csc(-c3ccc(Cl)cc3)n2)cc(OC)c1OC | 2% | 32%[activator]
COc1ccc(Cn2ccnc2SCC(=O)NCc2ccccc2)cc1 | u | 0%
Cc1ccc(/C(C#N)=C\c2cc(C)n(C)c2C)cc1 | 18% | 1%

The last 4 compounds of the section before lead into the next.
SMILES | AID inh | UDG counter
COc1cc(-c2nc3cccc(C)n3c2Nc2ccc3c(c2)OCCO3)ccc1O | 39%[activator] | -7%
COc1cc(C(=O)NCCc2csc(-c3ccc(Cl)cc3)n2)cc(OC)c1OC | 2% | 32%[activator]
COc1ccc(Cn2ccnc2SCC(=O)NCc2ccccc2)cc1 | u | 0%
Cc1ccc(/C(C#N)=C\c2cc(C)n(C)c2C)cc1 | 18% | 1%
CCC(CC)C(=O)Nc1c(C)cc(C)cc1C | 8% | 3%
O=C(O)CNS(=O)(=O)c1ccc(Br)cc1Cl | -4% | -4%
CCCCCn1nc(C(=O)OCC(=O)Nc2cc(C)on2)c2ccccc2c1=O | -6% | 6%
CC(=O)c1c[nH]cc1C | 3% | -3%
Cc1ccc(CS(=O)Cc2ccccc2F)cc1 (stereo not given) | -6% | -8%
Cn1ncc2c(N3CCN(c4ccccc4F)CC3)ncnc21 | -21% | -6%[57.5 µM]
CCN(CC)C(=S)SC(C)c1nc(N)nc(N(C)C)n1 (stereo not given) | 0% | 2%
CC(C)CCSc1nc2c(c(=O)n(C)c(=O)n2C)n1Cc1ccccc1Cl | -5% | 15%
CC(C)(C)OC(=O)N1CCN(C(C(=O)O)c2c[nH]c3ccc(Cl)cc23)CC1 (stereo not given) | 7% | 4%
CC(=O)c1cccc(NC(=O)c2sc(-n3nc(C)c(Cc4ccc5c(c4)OCO5)c3C)nc2C)c1 | -14% | 1%
Cc1cnc(C(=O)O)cn1 | 2% | 0%
COc1ccccc1-c1ncnn1-c1sc2c(c1C#N)CCCCC2 | 6%[57.5 µM] | 7%[57.5 µM]
Cc1ccc(C(=O)COC(=O)c2cc(-c3cccs3)nc3ccccc23)cc1 | 24% | u
CCOC(=O)N1CCN(C(=O)Cn2ncc3c4ccccc4n(Cc4ccc(F)cc4)c3c2=O)CC1 | -30% | 0%
O=c1sc2c(s1)SC1CCCCCCCCCCC1S2 (stereo not given) | 2% | -6%
O=C(Oc1ccc(F)cc1)c1nc(SCc2ccc(F)cc2)ncc1Cl | -8% | 4%
COc1ccc(C(=O)Oc2ccc3c(=O)c(Oc4ccc(C(C)(C)C)cc4)coc3c2)cc1OC | -7% | -7%
COC(=O)c1ccc(C)c(S(=O)(=O)NCc2ccc(N3CCCC3)nc2)c1 | -9% | -1%
Cc1ccc(OCCOc2ccc3ccc(=O)oc3c2)cc1 | -6% | -2%
COc1ccc(N2CCN(C(=O)c3cc4c(=O)oc5ccc(C)cc5c4s3)CC2)cc1 | 13% | -7%
CC1Sc2ccc(C(=O)Nc3nc(-c4cccnc4)cs3)cc2NC1=O (stereo not given) | 0% | -2%
Cc1nn(CC(=O)NCCO)c(=O)c2ccccc12 | 5% | 0%
COc1ccccc1OCCCn1c(C2CC(=O)N(c3ccccc3Cl)C2)nc2ccccc21 (stereo not given) | u | u
CCc1ccc(NC(=O)CSc2ccc(-c3cccs3)nn2)cc1 | 14% | 3%[57.5 µM]
Cc1ccc(-c2cc(C(=O)NCc3ccccc3)c3c(-c4ccc(C)cc4)[nH]nc3n2)cc1 | 5% | -5%

Compounds above that have a tert-butyl group, in the order listed:
SMILES | AID inh | UDG counter
CC(=O)Nc1ccc(SCC(O)COc2ccccc2C(C)(C)C)cc1 (stereo not given) | -6% | 2%
CC(C)(C)OC(=O)N1CCN(C(C(=O)O)c2c[nH]c3ccc(Cl)cc23)CC1 (stereo not given) | 7% | 4%
COc1ccc(C(=O)Oc2ccc3c(=O)c(Oc4ccc(C(C)(C)C)cc4)coc3c2)cc1OC | -7% | -7%

Other compounds follow:
SMILES | AID inh | UDG counter
CCOC(=O)CSCc1cccc(Cl)c1 | -1% | -8%
CN1CCN(C(CNC(=O)C(=O)Nc2ccc(Cl)cc2)c2cccnc2)CC1 (stereo not given) | -1% | 6%
N#Cc1ccccc1COC(=O)c1c(F)cccc1Cl | -8% | 2%
CC(OC(=O)c1csc(NCc2ccccc2)n1)C(=O)N(C)Cc1ccccc1 (stereo not given) | -5% | -1%
CC(=O)/C=C/c1ccc2ccccc2n1 | 20% | 0%
CCCCOc1ccc(C2c3c(oc4ccccc4c3=O)C(=O)N2c2nc(C)c(C(=O)OCC)s2)cc1OC (stereo not given) | -3%[57.5 µM] | 3%[57.5 µM]
CCOC(=O)c1ccc2c(c1)N(Cc1cccc(OC)c1)C(=O)c1ccccc1S2(=O)=O | 1% | 9%
c1ccc(-c2cc(-c3ccccc3)n(-c3ccccc3)n2)cc1 | -10% | -2%
CCOc1cc(C#N)ccc1OCC(=O)c1ccc2c(c1)CCCC2 | -13% | -18%
Cc1nc(NC(=O)c2ccccc2)sc1-c1csc(Nc2cccc(Br)c2)n1 | -2% | 11%
Cc1cc(C)cc(Nc2cc(C(=O)NCCCN(C)C3CCCCC3)c3ccccc3n2)c1 | -4% | -10%
Cc1ccc(Cn2ccn(Cc3cccc(C(F)(F)F)c3)c(=O)c2=O)cc1 | 4% | 2%[57.5 µM]
O=C(Nc1ccc(OC(F)(F)F)cc1)c1cc(-c2ccc(Cl)cc2)on1 | 21% | -17%
Cc1cc(C)c(-n2ccc(C=O)c2)c(C)c1 | 6% | 4%
Cc1ccc(NC(=O)COCc2cc(-c3cccs3)on2)cc1Cl | -9% | 32%[activator]
CCc1ccc(OCCNC(=S)NC23CC4CC(CC(C4)C2)C3)cc1 | -3% | -2%
O=C(Nc1ccc2ccccc2c1)C1CCCCC1 | -2% | 9%
COc1cc(C2CC(=O)Nc3c(-c4cccc(F)c4)nsc32)c(OC)c2c1OCO2 (stereo not given) | 3% | 1%
Fc1ccc(CSc2nc3ccccc3s2)cc1 | -6% | -3%
CCOC(=O)c1ccc(NC(=O)c2cc3sccc3n2Cc2ccc(Cl)cc2)cc1 | -30% | -8%
O=S(=O)(c1ccc(F)cc1)N1CCC(n2c(C(F)(F)F)nc3cccnc32)CC1 | -26% | -25%
Cc1cccc(N2CCN(C(=O)c3cnc(N4CCCC4)nc3C)CC2)c1C | -3% | 40%[activator]
Cc1ccc(-c2nn(CCC(=O)NC(C)c3ccccc3)c(=O)c3ccccc23)cc1 (stereo not given) | -19% | -3%
O=C(CCc1cccc(F)c1)NCc1ccc(F)cc1C(F)(F)F | -8% | -6%
CC(C)CCn1c(COc2ccccc2)n[nH]c1=S | -12% | -6%

Some of the entries above, set out differently:
| SMILES | AID inh | UDG counter |
| --- | --- | --- |
| CCCNc1ccc(-c2nc(-c3ccco3)no2)cc1[N+](=O)[O-] | 1% | -1% |
| N#Cc1ccccc1NS(=O)(=O)c1ccc(N2CCCCS2(=O)=O)cc1 | 9% | 14% |
| COc1ccc(OC)c(NC(=O)Cn2ccn(-c3ccc(F)cc3)c(=O)c2=O)c1 | 8% | -1%[57.5 µM] |
| COc1ccc2occ(CC(=O)Nc3ccc(S(=O)(=O)Nc4nc(C)cc(C)n4)cc3)c2c1 | -28% | 3% |

Continuation.
SMILES | AID inh | UDG counter
CCOc1ccccc1NC(=O)C1CCN(S(=O)(=O)c2c(C)noc2/C=C/c2ccco2)CC1 | 9% | -13%[57.5 µM]
Cc1ccc2c(c1)c(N1CCCC1=O)c(C(=O)Nc1ccc(F)cc1F)n2C | 35%[activator] | 11%
O=C(NCCO)C(O)(c1ccccc1)c1ccccc1 | -9% | -8%
Cc1cnc(C(=O)NCCc2ccc(S(=O)(=O)NC(=O)NC3CCCCC3)cc2)cn1 | -2% | 8%
CCC(C)NC(=O)c1sc2ncccc2c1-n1c(C)ccc1C (stereo not given) | -16% | 0%
O=C(O)Cc1c[nH]c2ccc(O)cc12 | -3% | 3%
COc1ccc(S(=O)(=O)NCC(=O)O)cc1F | 6% | 7%

High-throughput results deposited in PubChem by National Center for Advancing Translational Sciences (NCATS).
